# miR122 inh = miR-122 inhibition in Huh7 cells; Huh7 miR-122 Renilla luciferase sensor, 48 h; neutral wells = 0, positive control = 100; activation (reporter increase), % at 12.5 µM; 340,000 compounds, 0.3% hits;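 active = mean replicate activation score at least 90 and every replicate individually at or above 90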;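 also: higher luciferase means less miR-122 activity so hits act as miR-122 inhibitors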
# An asterisk follows results filed as active.
SMILES,miR122 inh
CC1=Nn2c(nnc2-c2cc(C)[nH]n2)SC1,-4
O=C(NCc1ccco1)C(c1cccnc1)N(C(=O)Cn1nnc2ccccc21)c1ccccc1 (configuration not stated),5
COc1cc(/C(C#N)=C/c2ccccc2)c([N+](=O)[O-])cc1OC,4
CCOc1ccc(S(=O)(=O)N(CC(=O)N2CCc3ccccc32)Cc2ccco2)cc1,2
COc1ccc2c(COC(=O)c3n[nH]c4ccccc34)cc(=O)oc2c1,3
CN(CCO)c1c2c(nc3cc(-c4cccc(F)c4)nn13)CCCC2,18
Nc1nc(-c2cccnc2)nn1C(=O)CCc1ccccc1,-2
COc1cc(OC)cc(C(=O)N2CCN(c3ccccc3F)CC2)c1,13
O=c1oc2cc(O)ccc2cc1-c1ccc(F)cc1,-1
CC1CN(C2CCN(S(=O)(=O)c3ccc4ccccc4c3)CC2)CC(C)O1 (configuration not stated),-1
O=C(CN(CCc1ccccc1)C(=O)Cn1nnc(-c2cccs2)n1)NCc1ccco1,-13
CCCNCc1cc(Cl)c(OCC)c(Cl)c1,7
CCn1c(/C=C/c2cccc([N+](=O)[O-])c2)nc2ccccc2c1=O,-5
O=C(c1cccc(C(F)(F)F)c1)N1CCN(c2cc(=O)[nH]nc2-c2ccccc2)CC1,-6
O=C(CSc1ncn(-c2ccccc2)n1)N1CCN(c2ccccc2)CC1,-3
CCN(CC)CCNC(=O)C1c2ccccc2C(=O)N(C)C1c1cn(C)c2ccccc12 (configuration not stated),-4
Cc1cc(NS(=O)(=O)c2ccc(Nc3nc(-c4sc(N)nc4C)cs3)cc2)no1,-2
O=C(CCCN1C(=O)C2CCCCN2C1=O)N1CCN(c2ccc([N+](=O)[O-])cc2)CC1 (configuration not stated),-6
Cc1ccc(Cn2c(NCCCn3ccnc3)nc3c2c(=O)n(C)c(=O)n3C)cc1,-6
c1ccc(-c2nnc(-c3ccco3)o2)cc1,-2
O=C1NCC(CN(c2ccccc2)c2ccccc2)O1 (configuration not stated),-5
CCOc1ccc(OCCN(C)Cc2ccccc2)cc1,-4
CCOC(=O)N1CCC(NC(=O)c2sc3nc4n(c(=O)c3c2C)CCCC4)CC1,-5
O=C(CCC1CCCC1)Nc1ccc(OCC(=O)N2CCOCC2)cc1,-4
CC(C)C(CCN1C(=O)CCC1=O)C1CCOC(C)(C)C1 (configuration not stated),-13
CCOc1ccc(C(C)NC(=O)c2cccc(F)c2)cc1 (configuration not stated),7
COC(=O)Nc1nnc(Cc2ccc(Cl)cc2)s1,-1
Cc1cc(C(=O)CSc2nnc(-c3ccc(Cl)cc3)n2C)c(C)n1CC1CCCO1 (configuration not stated),-2
O=C(CNS(=O)(=O)c1ccc(Br)s1)N1CCC(N2CCCCC2)CC1,4
C=CCSc1nc2c(sc3nc(C)cc(C)c32)c(=O)[nH]1,-2
COc1ccc(-c2csc(C(O)c3ccccc3)n2)cn1 (configuration not stated),9
O=C1CC(NCc2ccccc2F)C(=O)N1c1ccccc1 (configuration not stated),7
Cc1ccc(NCc2ccccc2OCc2ccccc2F)cc1,26
Cc1cc(C(F)(F)F)nn1CC(=O)N1CCCCC1C (configuration not stated),2
CNC(=O)c1ccc(-c2ccc(F)cc2)s1,-10
Cc1cc(C)c(S(=O)(=O)N(CC(=O)NCc2cccnc2)C2CCCCC2)c(C)c1,5
Cc1cccc(NC(=O)CSc2nnc([C@@H](N)Cc3ccccc3)o2)c1C,-2
C=CCSc1nc2ccccc2n1Cc1nnc(-c2cccs2)o1,25
CCc1nc(NCCCN2CCOCC2)c2oc3ccccc3c2n1,2
CCCCN(CC)C(=O)CSc1nc2ccccc2c(=O)n1CC1COc2ccccc2O1 (configuration not stated),-4
CC(=O)Nc1ccc(S(=O)(=O)N2CCN(C(=O)Cc3ccccc3)CC2)cc1,-2
Cc1ccc2nc(/C(C#N)=C/c3cn[nH]c3-c3ccc(F)cc3)[nH]c2c1,5
COCCn1c(SCC(=O)Nc2cc(C)cc(C)c2)nnc1C(C)C,0
O=C(c1ccco1)N1CCN(C(=O)C2CC(c3ccc(Cl)cc3)=NO2)CC1 (configuration not stated),1
CC1CCC(C(C)C)C2=C1C(C#N)(C#N)C(C#N)(C#N)C(c1ccccc1)N2 (configuration not stated),-2

# Part of the list above in order of heavy-atom count, descending.
SMILES,miR122 inh
CC1CCC(C(C)C)C2=C1C(C#N)(C#N)C(C#N)(C#N)C(c1ccccc1)N2 (configuration not stated),-2
O=C(c1ccco1)N1CCN(C(=O)C2CC(c3ccc(Cl)cc3)=NO2)CC1 (configuration not stated),1
Cc1cc(C(F)(F)F)nn1CC(=O)N1CCCCC1C (configuration not stated),2

# Other results follow.
SMILES,miR122 inh
COC(=O)/C(C#N)=C/c1c(Oc2cc(C)cc(C)c2)nc2c(C)cccn2c1=O,-1
NNC(=O)c1ccc(Cn2cc(Cl)cn2)cc1,-1
COC(=O)C1=NN(c2ccccc2)C2(S1)S/C(=C\c1ccccc1)C(=O)N2c1ccccc1 (configuration not stated),2
Cc1ccccc1N1C(S)=C(C#N)C(=O)NC12CCCCC2,-1
CCC(C)NC(=O)CC(c1ccc(OC)cc1)n1cccc1 (configuration not stated),5
O=C(NNc1cccc(Cl)n1)Nc1cccc(Cl)c1,16
O=C(NCCN1CCOCC1)C1CCN(S(=O)(=O)N2CCCCC2)CC1,2
CN1C(=O)/C(=C/c2ccccc2OCc2cccc(F)c2)NC1=S,-1
CCCCCCC(=O)Nc1c2c(nc3ccccc13)N(C)CC2,-4
O=c1oc2c3c4c(cc2c(C(F)(F)F)c1CCN1CCOCC1)CCCN4CCC3,-14
COc1ccccc1Nc1nc(-c2cccc([N+](=O)[O-])c2)nc2ccccc12,-4
N#CC12CCCCC1CC1CCCCC1(C#N)N2Cc1cccnc1 (configuration not stated),-5
O=C(C1=C(O)C(=O)N(CCN2CCOCC2)C1c1ccc([N+](=O)[O-])cc1)c1cccs1 (configuration not stated),-7
COc1ccc(CNC(=O)c2cnn3c(C(F)F)cc(C)nc23)cc1,-2
CCCC(=O)C1=C(O)C(C(=O)OC)C(C)(C)CC1=N (configuration not stated),-3
NC(=O)C1CC=CCC1C(=O)OCC(Cl)=C(Cl)Cl (configuration not stated),-4
CC(=O)NC(CCS(C)(=O)=O)C(=O)Nc1ccccc1C (configuration not stated),-3
C=CCn1c(SC2CCOC2=O)nc2scc(C3CC3)c2c1=O (configuration not stated),-6
CCCS(=O)(=O)NCCc1cc2ccc(C)cc2[nH]c1=O,-1
CC1CCc2sc3ncnc(N4CCOCC4)c3c2C1 (configuration not stated),-3
CCC(C)NCCCOc1ccc(Cl)cc1C(C)(C)C (configuration not stated),0
CC(=O)Nc1cccc(NC(=O)CCCC(=O)O)c1,0
CNc1nc(CC(C)=O)ns1,-5
Clc1cc(Cl)c2nc(N3CCCCC3)sc2c1,14
O=S(=O)(NCc1cn2ccsc2n1)c1ccc(Oc2ccccc2)cc1,0
O=C(COC(=O)CCCNC(=O)c1ccc(Cl)cc1)Nc1cc(Cl)c(Cl)cc1Cl,3
CCOC(=O)c1c(NC(=O)c2cc(C(C)C)on2)sc(C(C)=O)c1C,-6
CCN(CC)S(=O)(=O)c1ccc(N2CCOCC2)c(NC(=O)C(=O)c2c(-c3ccccc3)cc3ccccn23)c1,66
CCOC(=O)c1[nH]ncc1CN1CCCC(C(=O)c2cccc(OC(C)C)c2)C1 (configuration not stated),2
Cc1ccc2nc(NC(=O)Cc3cccs3)sc2c1,-4
Clc1cccc(Cl)c1CSc1nnc(-c2sccc2-n2cccc2)o1,18
CC1(C)CC(=O)c2cc(C(=O)N3CCCC(C)(C)C3)c(=O)n(-c3ccccc3)c2C1,0
Cc1ccc(CN(C(=O)c2cc(=O)c3cc(Cl)c(C)cc3o2)C2CCS(=O)(=O)C2)cc1 (configuration not stated),-1
O=C(O)C1CC(=O)N(C2CCCCCC2)C1 (configuration not stated),7
Cc1cc(C)cc(N2C(=O)C3CC=CCC3C2=O)c1 (configuration not stated),7
CCOc1ccc(N(CC(=O)NC2CCCCC2)C(=O)CSc2nnc(COc3ccccc3)o2)cc1,-4
O=C1CCCC2=C1C(c1ccco1)Nc1ccc(C(=O)c3ccccc3)cc1N2 (configuration not stated),13
CCc1cccc(NC(=O)CN(c2ccc(OC)cc2)S(=O)(=O)c2c(C)n[nH]c2C)c1,-5
CC(=O)c1cccc(Nc2nc(=O)c3cccnc3s2)c1,-7
CC(=O)CC(C)=NCCN=C(C)CC(C)=O,-6
COc1cccc(OC)c1OCCCCCc1c(C)n[nH]c1C,19
CC(C)c1nnc(NC(=O)c2c(O)c3cccc4c3n(c2=O)CCC4)s1,3
N#CC1=C(N)Oc2n[nH]c(-c3ccccn3)c2C1c1c(F)cccc1Cl (configuration not stated),4
COn1c(SCc2ccccc2)nc2ccccc2c1=O,1
COc1ccc(N(CC(=O)Nc2cc(C)ccc2OC)S(=O)(=O)c2c(C)noc2C)cc1,21
CCn1nnnc1NCc1cccn1C,2
Cc1cccc(NC(=O)CCN2CCOCC2)c1,-9
CCn1c(CNc2nc3ccccc3n2C(C)C)nc2ccccc21,13
N/C(=N\OC(=O)c1ccc(Cl)c(Cl)c1)c1ccccn1,-1
COc1ccc(CN(C(=O)Cc2c[nH]c3ccccc23)C(C(=O)NC2CCCCC2)c2ccc(C)o2)cc1 (configuration not stated),-16
N#CC1(C#N)CC(C=O)=C(N)C1(C#N)CC(=O)c1ccc(F)cc1 (configuration not stated),-5
O=C(/C=C/c1ccccc1[N+](=O)[O-])NC1CCCC1,-14
CC(C)N(C(=S)Nc1cc(S(=O)(=O)N2CCOCC2)ccc1Cl)c1ccccc1,1
Cc1ccnc(NC(=O)C2CCN(S(=O)(=O)c3cccc4nonc34)CC2)c1,-10
COc1cc(CN(C)Cc2ccccc2)cc(OC)c1O,-2
COCCNC(=O)c1cnn2c1NC(c1ccco1)CC2C(F)(F)F (configuration not stated),4
Cc1ccc(NC(=O)C2CC(=O)N(c3ccc4c5c(cccc35)CC4)C2)cc1 (configuration not stated),4
CCN(Cc1ccncc1)C(=O)c1cccc(S(=O)(=O)N2CCOCC2)c1,5
COc1cccc(C(=O)Nc2nnc(C3CCCO3)s2)c1 (configuration not stated),5
Cc1ccc(P(=O)(O)c2ccc(C)cc2)cc1,-3

# Further results:
SMILES,miR122 inh
CCc1cc2c(N3CCCCC3)ncnc2s1,6
CCCCCCCCOC(=O)c1ccc(N)cc1,1
COc1ccc(C2=NOC(C(=O)NCc3ccccn3)C2)cc1OC (configuration not stated),1
Cc1cc(=O)oc2cc(NC(=O)CCCC(=O)O)ccc12,-2
FC(F)(F)c1cc(C(F)(F)F)c2ccc(Oc3ccccc3)nc2n1,-1
Cc1ccc(NC(=O)/C(C#N)=C/c2ccc(C)s2)c(C)c1,2
COc1ccccc1NC(=S)NCCc1ccccc1,6
Cc1ccc2nc(SCc3cn4cccnc4n3)[nH]c2c1,6
COC(=O)C(C)Sc1nc2c(cnn2-c2ccc(C)cc2)c(=O)[nH]1 (configuration not stated),-5
CNC(=O)Nc1ccccc1F,-2
CCOC(=O)N1CCN(C(=O)c2cc(C)c3c(C)nn(-c4ccccc4)c3n2)CC1,-5
CCCn1nc(-c2nnc(-c3ccc(C)c(C)c3)o2)c2ccccc2c1=O,-6
CCOc1ccccc1CNC(=O)c1cc2oc3ccccc3c2n1C,2
CS(C)(=O)=NS(=O)(=O)c1ccc(Cl)cc1,-12
CCOC(=O)N1CCC(N(C(=O)Nc2ccc(Cl)c(Cl)c2)C(C)CC)CC1 (configuration not stated),0
CCCc1cc(=O)n2[nH]c(NCc3ccc(Cl)cc3Cl)nc2n1,-2
CCn1c(NC(=O)c2ccc(COc3ccc(C)cc3[N+](=O)[O-])o2)nc2ccccc21,0
Cc1ccc(NC(=O)c2cc([N+](=O)[O-])ccc2NCc2cccnc2)cc1,17
O=c1oc2ccccc2c2c1ncn2C1CCCCC1,-5
CC(OC(=O)CCCc1nc2ccccc2s1)C(N)=O (configuration not stated),48
COc1cc2c(cc1NC(=O)Nc1ccc(C)cc1)oc1ccccc12,0
CCCCNC(=O)C1CCCN1C(=O)NC1CCCCC1 (configuration not stated),4
Cc1cc(C)cc(NC(=O)CCc2nc3ccccc3[nH]2)c1,-4
CC(Sc1nnc(CNc2cccc3ccccc23)n1-c1ccccc1)C(=O)N/N=C/c1ccco1 (configuration not stated),-2
N#Cc1c(N)n(CCOC(=O)c2ccc(Cl)cc2)c2nc3ccccc3nc12,-3

# In the list so far, 16 contain an aryl methoxy group:
SMILES,miR122 inh
COc1cc(/C(C#N)=C/c2ccccc2)c([N+](=O)[O-])cc1OC,4
COc1ccc2c(COC(=O)c3n[nH]c4ccccc34)cc(=O)oc2c1,3
COc1cc(OC)cc(C(=O)N2CCN(c3ccccc3F)CC2)c1,13
COc1ccc(-c2csc(C(O)c3ccccc3)n2)cn1 (configuration not stated),9
CCC(C)NC(=O)CC(c1ccc(OC)cc1)n1cccc1 (configuration not stated),5
COc1ccccc1Nc1nc(-c2cccc([N+](=O)[O-])c2)nc2ccccc12,-4
COc1ccc(CNC(=O)c2cnn3c(C(F)F)cc(C)nc23)cc1,-2
CCc1cccc(NC(=O)CN(c2ccc(OC)cc2)S(=O)(=O)c2c(C)n[nH]c2C)c1,-5
COc1cccc(OC)c1OCCCCCc1c(C)n[nH]c1C,19
COc1ccc(N(CC(=O)Nc2cc(C)ccc2OC)S(=O)(=O)c2c(C)noc2C)cc1,21
COc1ccc(CN(C(=O)Cc2c[nH]c3ccccc23)C(C(=O)NC2CCCCC2)c2ccc(C)o2)cc1 (configuration not stated),-16
COc1cc(CN(C)Cc2ccccc2)cc(OC)c1O,-2
COc1cccc(C(=O)Nc2nnc(C3CCCO3)s2)c1 (configuration not stated),5
COc1ccc(C2=NOC(C(=O)NCc3ccccn3)C2)cc1OC (configuration not stated),1
COc1ccccc1NC(=S)NCCc1ccccc1,6
COc1cc2c(cc1NC(=O)Nc1ccc(C)cc1)oc1ccccc12,0

# Source: PubChem BioAssay

# These rows are one share of the data (hit frequency here may not be typical).
